# NSD2 inh = NSD2 histone methyltransferase inhibitors, primary screen, biochemical, AlphaScreen, single concentration, set 2 | AID 743445, 2014 | NSD2 peptide methylation, 120 min | Histone-lysine N-methyltransferase NSD2 (Homo sapiens), O96028 | 0.54% of 310,000 active | inhibition, % at 12.5 µM; in the data active = inhibition above about 50%
# Target sequence (O96028 whole entry, looked up): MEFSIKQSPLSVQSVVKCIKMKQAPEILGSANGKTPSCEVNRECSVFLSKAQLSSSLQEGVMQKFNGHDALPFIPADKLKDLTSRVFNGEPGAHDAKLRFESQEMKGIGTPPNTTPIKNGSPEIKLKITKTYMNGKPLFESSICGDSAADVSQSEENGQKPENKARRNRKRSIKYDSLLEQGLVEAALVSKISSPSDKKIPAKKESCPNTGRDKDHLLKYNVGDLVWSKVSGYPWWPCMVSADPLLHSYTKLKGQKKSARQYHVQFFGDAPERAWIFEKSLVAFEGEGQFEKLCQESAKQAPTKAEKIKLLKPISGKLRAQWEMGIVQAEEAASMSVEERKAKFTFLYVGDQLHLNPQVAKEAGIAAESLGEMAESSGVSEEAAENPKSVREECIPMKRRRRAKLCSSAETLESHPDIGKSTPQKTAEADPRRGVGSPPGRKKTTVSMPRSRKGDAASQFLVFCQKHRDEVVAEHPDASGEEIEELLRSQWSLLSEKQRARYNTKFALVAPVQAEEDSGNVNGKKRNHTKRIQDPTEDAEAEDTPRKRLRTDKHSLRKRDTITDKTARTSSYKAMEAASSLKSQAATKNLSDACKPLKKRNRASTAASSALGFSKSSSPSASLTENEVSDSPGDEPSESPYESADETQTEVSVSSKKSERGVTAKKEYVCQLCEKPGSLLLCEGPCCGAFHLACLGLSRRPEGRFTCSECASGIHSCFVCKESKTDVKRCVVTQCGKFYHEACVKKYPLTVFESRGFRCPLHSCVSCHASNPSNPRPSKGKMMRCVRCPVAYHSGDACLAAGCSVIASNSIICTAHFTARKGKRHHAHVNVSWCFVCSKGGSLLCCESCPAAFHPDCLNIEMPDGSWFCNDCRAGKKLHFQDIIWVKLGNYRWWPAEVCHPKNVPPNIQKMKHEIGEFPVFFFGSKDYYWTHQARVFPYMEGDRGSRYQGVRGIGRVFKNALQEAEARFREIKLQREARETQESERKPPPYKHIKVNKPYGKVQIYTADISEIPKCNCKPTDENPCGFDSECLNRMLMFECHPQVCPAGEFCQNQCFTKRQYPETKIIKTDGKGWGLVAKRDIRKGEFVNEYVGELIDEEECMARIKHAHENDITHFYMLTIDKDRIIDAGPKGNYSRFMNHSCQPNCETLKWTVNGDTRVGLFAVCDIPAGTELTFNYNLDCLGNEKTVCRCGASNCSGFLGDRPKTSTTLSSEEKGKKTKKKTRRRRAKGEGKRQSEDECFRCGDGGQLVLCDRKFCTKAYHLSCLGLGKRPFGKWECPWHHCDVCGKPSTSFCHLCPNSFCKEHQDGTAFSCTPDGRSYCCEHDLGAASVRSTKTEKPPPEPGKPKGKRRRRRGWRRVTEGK
# SUMO Mot1 rescue = yeast Mot1-301 growth rescue at high temperature, primary screen, SUMOylation pathway inhibitor project, S. cerevisiae, ATP luminescence, 38.5C | growth rescue, % at 18.8 µM | S. cerevisiae Mot1-301 growth rescue; percent above DMSO median, 100 means doubled | 1% of 320,000 active;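 active = every valid replicate shows activation above 250% relative to neutral control wells; inactive = the rest, any valid replicate at or below 250%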;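 also: OY570 slx delta 5 strain wells were the positive control but not used for scaling; some compounds called inactive have numbers as strong as hits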
# Rtt109 Vps75 = inhibitors of C. albicans Rtt109/Vps75 HAT, primary screen, biochemical, ThioGlo CoA-SH fluorescence, plate reader; Histone acetyltransferase RTT109 (Candida albicans (strain SC5314 / ATCC MYA-2876)), …; purified Rtt109/Vps75, 4 h; inhibition, % at 34.9 µM; 0.16% of 330,000 active;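 active = inhibition of at least 50% in every replicate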
# PvdQ acylase = P. aeruginosa PvdQ acylase inhibitors, primary screen, biochemical, fluorescence, plate reader and imaging, single point | PvdQ acylase [Pseudomonas aeruginosa LESB58] | purified PvdQ acylase | inhibition, % at 10 µM | 0.063% of 340,000 active | AID 488965, 2010; in the data active = inhibition above about 30%, passing the limit was not always enough;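 also: 0% = vehicle neutral wells and 100% = reference inhibitor wells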
# PfHsp90 set2 = growth inhibition of PfHsp90-expressing yeast, primary screen, antimalarial PfHsp90 inhibitor project, S. cerevisiae, BacTiter-Glo luminescence, single point, set 2; inhibition, % at 9.4 µM; AID 504621, 2011; BacTiter-Glo ATP, 48 h; yeast lacking PDR1 and PDR3 efflux regulators; 0.32% of 310,000 active;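 active = every replicate shows inhibition above about 80%, whatever the replicate mean, limit read from the data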;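 also: 0% = DMSO neutral controls and 100% = 20 µM radicicol positive controls; yeast relying on Plasmodium falciparum Hsp90 in place of its own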
# RTF Ca sens act = cardiac RTF calcium sensitivity activators, primary screen, biochemical, IANBD-TnC fluorescence, EC20 calcium. AID 493008, 2010. IANBD-labeled TnC RTF fluorescence at EC20 calcium; 0% EC20 calcium, 100% full calcium. 0.24% of 340,000 active. activation, % at 7.2 µM;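 active = activation above the mean over all tested compounds plus 3 SD, cut at about 30% in these data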;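 also: rise in fluorescence read as greater calcium sensitivity of cardiac thin filaments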
# CDK5 p35 inh = inhibitors of human CDK5/p35 kinase, primary screen, biochemical, single concentration; Cyclin-dependent kinase 5 (Homo sapiens) + Cyclin-dependent kinase 5 activator 1 (Homo …; inhibition, % at 10 µM; AID 488839, 2010; 0.01% of 330,000 active; Recombinant CDK5/p35, ADP-Glo luminescence, 60 min;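 active = highest replicate inhibition of at least 50% and at least 75% of replicates reaching 50%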;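 also: plate controls were DMSO neutral control for no effect and GW8510 at 10 µM for full effect; many of its hits are not listed in these tables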
# dFosB activator = activators of delta FosB homodimer, primary screen, biochemical, fluorescence polarization, TAMRA-CDK5 oligo, single point | Protein FosB (Mus musculus), P13346 | purified delta FosB; percent of positive-control signal above neutral wells | activation, % at 25 µM | 0.99% of 340,000 active | AID 493131, 2011;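 active = mean activation above about 17%, with every replicate also reaching it, limit read from the data, passing the limit was not always enough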;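 also: fluorescence polarization rise as delta FosB binds a TAMRA Cdk5 AP-1 oligo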
# LANA DNA inh = inhibitors of KSHV C-LANA binding to DNA, primary screen, biochemical, fluorescence polarization, FAM-LBS DNA, MBP-C-LANA, single point | Kaposi's sarcoma herpesvirus LANA C-terminal domain (residues 932-1162) DNA binding | inhibition, % at 9 µM | 0.078% of 340,000 active;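 active = highest replicate inhibition at or above 60% at 9 µM, even if other replicates fall short; inactive = all replicates below 60% inhibition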;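 also: 0% = neutral control wells and 100% = 4 µM acridine orange control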
# RTF Ca sens inh = cardiac RTF calcium sensitivity inhibitors, primary screen, biochemical, IANBD-TnC fluorescence, EC70 calcium; IANBD-labeled cardiac RTF, Ca2+ fluorescence; inhibition, % at 7.15 µM; 0.12% of 340,000 active;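 active = inhibition above the mean inhibition of all tested compounds plus 3 SD, cut at about 17% in these data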;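 also: assay run at fixed EC70 calcium of 1.6 mM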
# Keap1 Nrf2 FP = Keap1-Nrf2 protein-protein interaction inhibitors, primary screen, biochemical, fluorescence polarization, single point. Keap1 Kelch-Nrf2 peptide fluorescence polarization, 1536-well. Kelch-like ECH-associated protein 1 (Homo sapiens), Q14145. inhibition, % at 9.4 µM. 0.15% of 340,000 active; in the data active = inhibition above about 12%;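 also: human Keap1 Kelch domain with fluorescein labeled Nrf2 9mer peptide probe; 0% = neutral control wells and 100% = peptide positive control; higher means more block of Keap1 binding to Nrf2 peptide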
# An asterisk follows results filed as active; x = no result given.
# A first look:
# Every second line gives: NSD2 inh	SUMO Mot1 rescue	Rtt109 Vps75	PvdQ acylase	PfHsp90 set2	RTF Ca sens act	CDK5 p35 inh	dFosB activator	LANA DNA inh	RTF Ca sens inh	Keap1 Nrf2 FP
1	Cc1c(C(=O)NNC(=O)c2csc(N3CCOCC3)n2)oc2ccccc12
→ -0.5	1.9	2.3	-11.8	-13.1	-3.1	0.0	-9.2	-1.6	-3.5	-4.5
2	CCN(CC)Cc1nc2c(c(=O)[nH]1)C1(CCCCC1)Cc1ccccc1-2
→ -4.0	29.3	2.4	-0.8	-13.7	-6.5	1.8	-3.3	-3.2	-3.6	1.2

# Main list (from the top)
# Every second line gives: NSD2 inh	SUMO Mot1 rescue	Rtt109 Vps75	PvdQ acylase	PfHsp90 set2	RTF Ca sens act	CDK5 p35 inh	dFosB activator	LANA DNA inh	RTF Ca sens inh	Keap1 Nrf2 FP
1	Cc1c(C(=O)NNC(=O)c2csc(N3CCOCC3)n2)oc2ccccc12
→ -0.5	1.9	2.3	-11.8	-13.1	-3.1	0.0	-9.2	-1.6	-3.5	-4.5
2	CCN(CC)Cc1nc2c(c(=O)[nH]1)C1(CCCCC1)Cc1ccccc1-2
→ -4.0	29.3	2.4	-0.8	-13.7	-6.5	1.8	-3.3	-3.2	-3.6	1.2
3	CC(C)Cn1c(SCC(=O)Nc2ccc3[nH]c(=O)[nH]c3c2)nc2ccccc2c1=O
→ 0.0	23.6	-4.9	-9.1	x	-1.0	1.5	-1.4	-0.1	-0.6	-4.8
4	Cc1ccc(CN2CCN(CC(C)C)C(CCO)C2)s1 (stereo not given)
→ 1.9	88.7	-5.9	-19.4	-17.5	5.0	-1.5	-4.4	1.7	-14.4	-4.5
5	O=C(NNc1ccc(F)cc1F)C1CCC1
→ -1.9	123.6	-11.0	-11.1	3.4	-1.1	-1.0	-7.5	0.4	-6.5	1.2
6	COC(=O)c1c(NC(C)=O)sc2c1CCCC2
→ -0.6	3.3	-4.9	-12.9	13.3	-4.9	-1.8	0.9	0.2	-8.5	-3.6
7	Cn1c2c(c(=O)n(C)c1=O)CN(CCc1ccccc1)CN2
→ -1.6	-10.0	1.2	-3.0	x	3.3	0.7	1.8	-0.7	8.9	-0.5
8	O=C(OCC(=O)c1c[nH]c2ccccc12)c1cc2ccccc2cc1O
→ -0.8	2.4	2.5	-4.4	6.6	-11.7	-0.4	13.0	-0.9	-6.3	2.4
9	Cc1cccc(C(=O)Nc2ccnc(-c3cccnc3)n2)c1
→ -0.2	5.9	-10.0	-3.1	1.5	-0.9	0.5	-9.7	-1.6	6.8	-0.1
10	CCc1ccccc1NC(=O)c1cc(C)no1
→ 0.2	-8.8	-2.4	-6.0	6.3	-0.6	-1.2	-7.3	2.2	-1.4	2.7
11	CCOc1cc(C(=O)NCc2ccco2)cc(OCC)c1OCC
→ 1.9	10.4	-0.3	-8.1	9.4	6.3	-2.6	-7.7	2.4	-2.3	-3.1
12	COc1cccc(C(=O)OCCN2C(=O)c3ccccc3C2=O)c1OC
→ 6.7	-14.8	-1.5	12.7	-12.1	3.3	-2.6	6.6	1.8	1.3	0.0
13	O=C(c1cccs1)N1CCN(C2CCCCC2)CC1
→ -0.6	61.7	4.8	-8.9	7.7	1.6	-1.6	-4.2	-1.9	-0.4	-4.7
14	Cc1cc(S(=O)(=O)NCC(C)C)ccc1OCC(=O)NC1CC1
→ -1.6	-14.4	-0.3	-12.5	0.2	0.1	2.1	-0.8	3.3	-10.8	1.5
15	COc1ccc(S(=O)(=O)NCC2CCCN(Cc3cn(C)nc3C)C2)cc1 (stereo not given)
→ -1.8	-0.7	-9.7	-14.4	5.5	-1.3	0.0	-5.6	-1.0	-9.8	0.0

# An excerpt from above in order of the PvdQ acylase value, low to high.
entry | Molecule | PvdQ acylase
6 | COC(=O)c1c(NC(C)=O)sc2c1CCCC2 | -12.9
14 | Cc1cc(S(=O)(=O)NCC(C)C)ccc1OCC(=O)NC1CC1 | -12.5
2 | CCN(CC)Cc1nc2c(c(=O)[nH]1)C1(CCCCC1)Cc1ccccc1-2 | -0.8

# Other compounds
# Every second line gives: NSD2 inh	SUMO Mot1 rescue	Rtt109 Vps75	PvdQ acylase	PfHsp90 set2	RTF Ca sens act	CDK5 p35 inh	dFosB activator	LANA DNA inh	RTF Ca sens inh	Keap1 Nrf2 FP
16	COc1ccc2nc3ccccc3nc2c1
→ x	-3.4	-3.0	-10.2	-13.9	8.0	-3.0	-7.6	1.4	3.5	-1.4
17	O=C(Nc1ccccc1)Nc1cccn(Cc2c(F)cccc2Cl)c1=O
→ 21.5	5.9	-2.4	-8.3	-19.9	10.2	-0.7	-4.4	-1.1	-4.8	-1.9
18	COCCOC(=O)c1c(NC(=O)CN(C)c2ccccc2)sc(C(N)=O)c1C
→ 0.2	x	5.6	8.2	6.2	-2.5	0.5	-5.4	-1.0	6.3	0.8
19	CCCCCCCC[n+]1c(C)n(-c2ccccc2)c2ccc(NC(C)=O)cc21
→ 3.2	204.8	10.3	-20.0	-2.2	-2.7	-0.4	-13.4	1.9	-4.6	0.0
20	Cc1cc(C)c(NC(=O)OCCN2CCOCC2)c(C)c1
→ -3.2	-18.3	-9.0	-7.7	-2.3	3.8	0.8	-9.1	-1.6	-12.9	-3.7
21	COc1ccc(N2CCN(CC(=O)Nc3nnc(-c4ccccc4)s3)CC2)cc1
→ x	-8.5	13.0	6.1	-8.6	2.5	0.4	-11.7	0.1	-5.0	-3.5
22	CCC(C)NCCCOc1ccc([N+](=O)[O-])cc1 (stereo not given)
→ x	9.4	-1.0	-13.8	-27.4	7.8	3.0	-4.5	0.1	-6.4	-2.9
23	CC(C)CNC(=S)N(CCN(C)C)Cc1cc2cc3c(cc2[nH]c1=O)OCO3
→ 0.6	-20.2	1.5	-18.3	-20.0	6.4	0.1	-6.8	-1.3	-18.9	-2.5
24	COc1ccc(NC(=O)c2cc(OC)c(OC)c(OC)c2)cc1S(=O)(=O)N1CCCCC1
→ -4.5	-3.0	13.8	12.7	-21.9	-0.4	-0.6	-13.2	-0.6	5.3	-3.1
25	Cc1ccc(OCC(=O)NNC(=O)Cn2c(=O)cnc3ccccc32)cc1
→ -1.9	-23.7	1.1	-12.2	-11.8	0.3	2.3	-3.3	-0.9	-8.8	-2.2
26	Nn1c(COc2ccccc2F)nnc1SCC(=O)NC1CCS(=O)(=O)C1 (stereo not given)
→ x	-13.1	-2.4	-7.7	-3.2	-9.0	0.7	-0.5	-1.0	-4.4	-5.7
27	Cc1ccc(OCc2cc(C(=O)N3CCN(C4CCCCC4)CC3)no2)cc1C
→ 12.8	13.9	7.0	-9.2	18.7	-0.7	1.9	-7.4	0.2	3.5	0.4
28	Cc1ccc(C)c(N2N=C(C(=O)Nc3ccccc3N3CCOCC3)CCC2=O)c1
→ 41.8	9.1	8.2	-12.8	13.6	2.7	-1.6	-4.0	1.5	-2.1	0.8
29	CCOC(=O)c1c(NC(=O)CC2Nc3cc(C)c(C)cc3NC2=O)sc(C)c1C (stereo not given)
→ -1.5	-2.7	-15.3	-8.4	7.3	-4.6	0.6	-11.7	2.6	-8.7	-4.4
30	CCOP(=O)(O)c1ccccc1OCCOCCOc1ccccc1P(=O)(O)OCC
→ -0.5	-8.2	-7.5	-5.2	6.9	5.6	1.5	-4.2	-1.5	-0.9	-3.1
31	Cc1c(NC(=O)/C(C#N)=C/c2c(N3CCCCC3)nc3ccccn3c2=O)c(=O)n(-c2ccccc2)n1C
→ -4.1	23.5	-3.6	-10.5	7.0	1.8	-0.2	3.2	-0.6	3.6	-2.9
32	CCc1nn(-c2cc(Oc3cccc4ccccc34)nc(-c3ccccc3)n2)c(N)c1C#N
→ x	20.3	-4.1	-9.0	-4.8	-2.4	-0.7	1.0	1.5	-10.8	0.8
33	COc1ccc2sc(-c3ccccc3OC)c(-c3ccc(OCCN4CCCC4)cc3)c2c1
→ x	-9.4	14.9	-10.1	25.4	8.0	2.2	-76.5	0.3	0.9	-11.6
34	Cc1cccc(C)c1NC(=O)C1(N2CCN(C(=O)c3ccco3)CC2)CCCCC1
→ -1.8	-16.4	-4.6	-0.8	20.0	-6.5	-0.2	-9.4	-0.4	10.1	3.1
35	CC(C)C[C@H](NC(=O)c1nc[nH]c1C(=O)NC(c1ccccc1)c1ccccc1)C(=O)OCc1ccccc1
→ x	-18.1	-3.0	-13.2	-10.0	0.8	1.1	-9.4	1.2	-0.3	-3.2
36	Cc1ccc(N2CCN(S(=O)(=O)c3ccc(C)cc3)CC2)cc1
→ -0.2	-3.9	-9.9	-6.1	-1.0	-0.1	-0.1	-1.3	1.6	-0.3	-2.7
37	CC12CCC(=O)N1C(C(=O)N1CCN(S(=O)(=O)c3ccccc3F)CC1)CS2 (stereo not given)
→ x	5.8	-0.2	-7.7	x	8.1	-1.3	-6.3	0.0	-8.2	-10.1
38	COCC(=O)N/N=C\c1ccc(OC/C=C/c2ccccc2)c(OC)c1
→ 0.3	-16.9	15.6	3.9	8.9	-1.6	0.4	-13.5	1.1	-2.3	-1.3
39	COc1cc(Cl)c(C)cc1NC(=O)CSc1nnc(-c2cccnc2)n1Cc1ccco1
→ 0.6	-0.5	-0.4	-13.0	x	0.1	-3.2	0.3	0.7	0.1	-4.4
40	O=C(CCC1COc2ccccc2O1)Nc1ccccn1 (stereo not given)
→ 2.6	6.6	-2.3	-4.3	-18.5	-1.5	2.8	2.0	0.2	3.9	3.3
41	O=C(COc1ccccc1)Nc1ccc(-c2ccc(N3CCOCC3)nn2)cc1
→ -4.0	-9.1	-2.9	-5.0	15.0	-0.2	-1.7	2.4	-1.1	-2.0	-2.4
42	Cc1ccc(C(=O)CSc2ncnc3ccccc23)o1
→ -1.2	8.4	2.2	-3.1	-10.8	5.1	-0.5	-13.1	-1.4	-11.9	-2.7
43	Cn1c(=O)c2c(ncn2CCCC(=N)N2CCOCC2)n(C)c1=O
→ -2.9	9.3	-0.9	-17.0	x	1.4	1.1	4.0	0.2	-13.4	-2.0
44	COc1ccc(CCN2C(=O)c3cccnc3C2=O)cc1OC
→ 30.9	-14.0	0.2	0.3	-11.9	-7.9	1.3	0.1	-0.3	-6.8	-0.2
45	O=C(CSc1ccccn1)Nc1ccc2c(c1)oc1ccccc12
→ 0.0	1.9	-2.8	-7.3	-6.4	6.0	-0.7	-4.8	2.8	-2.1	-5.4
